Screening data (PubChem BioAssay)
Bcl-xL primary = Bcl-xL (human) inhibition. GST-Bcl-xL / FITC-Bim BH3 peptide fluorescence polarization. inhibition, % at 10.9 µM. hit rate 0.7% among 320,000;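 active means inhibition above the mean of all tested compounds plus 3 SD, cutoff set per campaign, cut at about 30% in these data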;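 further: 0% = DMSO wells and 100% = unlabeled Bim-BH3 peptide competitor; inhibitors lower millipolarization by displacing the labeled peptide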
Fam108B counter = counter-screen for RBBP9 inhibitors: inhibitors of mouse Fam108B | recombinant Fam108B, FP-Rh probe fluorescence polarization | AID 1947 | inhibition, % at 9.51 µM | hit rate 0.33% among 300,000;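 active means inhibition above the screen mean inhibition plus 3 SD, computed separately per campaign, cut at about 18% in these data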;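 further: inhibitors lower polarization as less probe binds the enzyme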
MCL1 BIM primary = inhibitors of human MCL1 binding to BIM-BH3 peptide. Q07820. GST-MCL1 / FITC-Bim-BH3 fluorescence polarization. inhibition, % at 10.9 µM. hit rate 0.68% among 320,000. AID 2057;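 active means inhibition above the mean inhibition of all tested compounds plus 3 SD, set per campaign, cut at about 40% in these data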;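 further: 0% = DMSO wells and 100% = unlabeled Bim-BH3 peptide control; higher means more loss of mP so more displacement of Bim peptide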
MEX-5 binding = C. elegans MEX-5 TCR-2 RNA binding activity; Q9XUB2; MEX-5/FITC-TCR2 RNA binding, fluorescence polarization; hits give low values; activity score (negative = inhibition of binding), % at 10 µM; hit rate 0.38% among 300,000; AID 1832;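 active means inhibition past about -25% in most replicates, and total fluorescence under double the plate's negative control median, limit read from the data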;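 further: 0% = DMSO and -100% = 5 µM competing unlabeled TCR2 RNA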
TPT1 inhibitor = inhibitors of Candida albicans tRNA 2'-phosphotransferase TPT1 | hit rate 0.81% among 300,000 | inhibition, % at 5 µM | recombinant caTPT1, FP RNA substrate dephosphorylation;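 active means inhibition above the mean of all tested compounds plus 3 SD, set per screening campaign, cut at about 24% in these data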;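 further: plate controls were DMSO alone for no effect and ferristatin control at 100 nM for full effect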
PME-1 primary = PME-1 (human) inhibition; hit rate 0.53% among 320,000; Q9Y570; inhibition, % at 5.9 µM; recombinant PME-1, FP-Rh probe fluorescence polarization;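 active means inhibition above the campaign mean of all compounds plus 3 SD, cut at about 26% in these data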;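 further: competitive labeling of PME-1 active site by serine hydrolase directed probe; 0% = PME-1 with DMSO and 100% = wells lacking PME-1 enzyme; inhibitors block probe labeling so polarization falls and inhibition rises; many of its hits are not listed in these tables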
GSTO1 counter = counter-screen for RBBP9 inhibitors: inhibitors of human GSTO1 | P78417 | recombinant GSTO1, activity-based probe fluorescence polarization | inhibition, % at 5.96 µM | hit rate 1.1% among 300,000;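 active means inhibition above the campaign mean inhibition plus 3 SD, cut at about 35% in these data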;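 further: 0% = GSTO1-1 with DMSO and 100% = wells lacking GSTO1-1 enzyme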
Target sequence (P78417 whole entry, looked up): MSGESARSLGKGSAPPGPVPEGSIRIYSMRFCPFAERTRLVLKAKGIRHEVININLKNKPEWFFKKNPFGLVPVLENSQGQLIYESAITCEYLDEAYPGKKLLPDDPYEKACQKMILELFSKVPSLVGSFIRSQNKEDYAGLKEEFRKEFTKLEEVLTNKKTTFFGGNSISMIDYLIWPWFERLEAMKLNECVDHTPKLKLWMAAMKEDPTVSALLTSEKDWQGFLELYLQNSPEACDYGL
PAD4 inh = PAD4 (human) enzyme inhibition; Q9UM07; inhibition, % at 6.36 µM; hit rate 0.41% among 330,000; recombinant PAD4, RCA probe fluorescence polarization;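 active means percent inhibition above a cutoff equal to the mean of all tested compounds plus 3 SD, cut at about 15% in these data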;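 further: 0% = PAD4 with RCA probe and DMSO and 100% = probe without PAD4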
Target sequence (Q9UM07 whole entry, looked up): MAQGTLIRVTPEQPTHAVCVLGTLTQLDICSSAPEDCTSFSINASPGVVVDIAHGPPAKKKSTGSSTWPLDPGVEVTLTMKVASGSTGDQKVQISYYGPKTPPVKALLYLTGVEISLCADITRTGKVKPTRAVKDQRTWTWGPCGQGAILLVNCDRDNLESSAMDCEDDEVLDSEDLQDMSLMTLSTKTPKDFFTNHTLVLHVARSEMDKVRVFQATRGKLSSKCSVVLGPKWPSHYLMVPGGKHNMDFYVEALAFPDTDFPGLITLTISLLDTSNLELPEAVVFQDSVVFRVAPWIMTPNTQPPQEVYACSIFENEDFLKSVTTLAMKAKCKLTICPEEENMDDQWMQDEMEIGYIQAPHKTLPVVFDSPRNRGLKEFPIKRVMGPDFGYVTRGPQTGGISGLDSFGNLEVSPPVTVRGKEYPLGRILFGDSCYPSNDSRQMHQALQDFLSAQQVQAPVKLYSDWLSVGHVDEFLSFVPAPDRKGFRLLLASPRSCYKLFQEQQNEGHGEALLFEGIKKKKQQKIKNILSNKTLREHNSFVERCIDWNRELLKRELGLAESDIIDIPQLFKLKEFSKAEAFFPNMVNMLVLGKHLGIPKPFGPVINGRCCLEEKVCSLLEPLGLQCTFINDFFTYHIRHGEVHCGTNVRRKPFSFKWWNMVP
GLD-1 TGE inh = GLD-1-TGE RNA interaction inhibition (C. elegans). hit rate 0.44% among 320,000. purified GLD-1 + fluorescein TGE RNA, fluorescence polarization. AID 2280. inhibition, % at 5.96 µM;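 active means percent inhibition above a per-plate cutoff, the plate mean of test compounds plus 3 SD, cut at about 30% in these data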;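 further: 0% = DMSO wells with GLD-1 and probe and 100% = wells lacking GLD-1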
Starred values were filed as active, the others as inactive; / = not tested or not shown. An excerpt; rates above refer to the full screens.

SMILES	Bcl-xL primary	Fam108B counter	MCL1 BIM primary	MEX-5 binding	TPT1 inhibitor	PME-1 primary	GSTO1 counter	PAD4 inh	GLD-1 TGE inh
CCCOc1ccc(N2C(=O)CC(SCCN)C2=O)cc1 (configuration not stated)	2.4	-1.6	9.5	0.7	2.9	-2.5	1.0	-2.5	-2.5
CCOc1ccc(/C=N/n2c(C)nc3ccccc3c2=O)cc1	-3.1	3.9	1.4	-2.8	0.9	-0.5	-5.0	-1.1	1.5
CCOc1ccc(-n2cc(-c3ccc(OC)c(OC)c3)[nH]c2=S)cc1	-0.9	6.2	3.1	3.9	0.7	7.1	10.9	0.9	-0.1
Cc1cccc(Nc2nc3c(c(=O)n(C)c(=O)n3C)n2CC(O)CO)c1 (configuration not stated)	5.8	-5.6	9.0	0.3	-0.8	2.2	15.4	-3.0	3.7
N#Cc1nc(-c2cccc(Cl)c2)oc1N1CCC(C(N)=O)CC1	-1.0	5.7	2.0	1.3	-1.6	2.5	-2.6	-2.8	-0.9
O=C(Nc1ccccc1)NC1CCCCNC1=O (configuration not stated)	6.4	0.5	6.7	-2.5	-0.6	-0.8	-2.9	-1.2	8.0
O=C(NCCCNC(=O)c1cc(Cl)ccc1Cl)c1ccccn1	-4.3	-6.2	-3.8	-2.4	-3.7	-6.0	4.2	-1.5	3.4
CS(=O)(=O)c1ccc(-c2nnc(NC(=O)c3cccc(N4C(=O)CCC4=O)c3)o2)cc1	4.1	0.9	0.5	0.0	-2.6	2.8	-4.5	2.3	2.0
Cc1oc2cc3c(C(=O)N4CCCCC4)c(C)oc3cc2c1C(=O)N1CCCCC1	5.8	-1.3	14.8	1.9	-3.2	-4.5	1.4	0.8	7.6
O=C1C=CC(=O)N1N(c1ccccc1)c1ccccc1	13.9	8.0	13.6	-1.0	1.1	5.4	2.0	4.6	7.4
O=C(CCc1nnc(-c2ccsc2)o1)N1CCc2c(Cl)cccc2C1	6.6	-1.3	-8.4	3.6	1.0	4.2	3.0	-0.8	4.7
Cc1ccc(C)c(Nc2c([N+](=O)[O-])c(=O)oc3ccccc23)c1	2.8	3.4	-3.5	-1.4	0.0	3.1	-6.9	-0.6	0.9
CC(=O)c1ccc(NC(=O)c2ccc3c(c2)C(=O)N(c2ccccn2)C3=O)cc1	0.2	4.7	2.7	-1.0	1.3	-2.9	-8.4	0.8	-3.6
CCN(CC)C(=O)CN1CCN(c2ccccc2F)CC1	-0.7	-5.5	0.3	-1.3	2.2	-2.2	-4.2	-0.2	-0.5
COc1ccc(N(C(=O)c2snc(C(N)=O)c2N)C(C(=O)NC2CCCC2)c2cc(OC)ccc2OC)c(OC)c1 (configuration not stated)	4.8	5.0	9.2	2.7	-3.4	2.5	17.1	-0.4	2.7
Cn1c2ccccc2c(=O)c2c(=O)n(Cc3ccccc3)c(-c3ccc(F)cc3)nc21	5.7	-1.6	7.4	/	-0.9	-5.6	13.6	4.0	6.1
COc1ccc(S(=O)(=O)Nc2cc(C)on2)cc1OC	2.6	-1.0	1.8	1.3	-6.1	-6.7	-0.6	0.9	0.4
O=C(CSc1ccc(-c2ccco2)nn1)NC1CCCC1	2.5	3.2	8.4	0.5	0.6	0.2	8.3	-4.5	5.1
CCOC(=O)COc1cc([N+](=O)[O-])cc2cccnc12	-1.9	-0.3	-2.9	-0.3	-3.6	1.0	-0.5	-3.2	4.3
Cc1oc(-c2ccccc2Cl)nc1CS(=O)CC(=O)NCc1ccco1 (configuration not stated)	0.2	2.9	-2.6	2.0	-1.2	-3.6	11.6	5.5	-4.0
CC(C)OC(=O)c1cccnc1N1CCN(c2ccc(F)cc2)CC1	3.5	0.5	6.4	-0.9	-2.3	1.1	0.6	5.3	7.8
O=C1N[C@H](Cc2ccccc2)C(=O)N[C@H]1Cc1cn(S(=O)(=O)c2ccccc2)c2ccccc12	1.0	-1.0	-8.0	-0.5	-0.5	20.2	4.2	3.0	-2.2
CCCCn1c(C(C)NC(=O)CC)nc2ccccc21 (configuration not stated)	-1.6	0.2	10.3	0.5	-3.7	-1.0	5.6	-2.3	-0.9
COc1ccccc1NC(=O)C1CCCN(C(=O)Nc2ccc(F)cc2)C1 (configuration not stated)	6.2	1.8	7.7	0.9	0.9	2.3	3.8	3.3	1.9
Nc1ccccc1SSc1ccccc1N	2.6	9.6	17.1	-5.6	-3.8	-3.3	-14.8	8.0	4.5
NC(=O)c1ccccc1Br	1.4	1.0	-1.6	0.1	-0.6	-5.5	2.0	-3.0	5.2
O=C(Nc1ccc(N2CCN(C(=O)c3ccccc3F)CC2)cc1)c1cncc(Br)c1	1.4	3.6	-4.9	-1.4	5.5	3.8	-2.0	1.0	-1.8
CCOC(=O)Nc1cccc(OCC(=O)Nc2ccc(OC)cc2OC)c1	4.0	4.1	-2.6	3.9	0.7	-0.7	-3.7	-0.7	3.9
O=S(=O)(c1ccccc1)N1CCN(c2nnnn2-c2ccccc2)CC1	-2.4	-0.6	-2.8	-2.0	0.1	4.0	-1.3	-7.0	2.7
CSCC[C@H](NC(=O)C1CCN(C(=O)[C@H](Cc2ccccc2)NS(=O)(=O)c2ccc(C)cc2)CC1)C(=O)O	4.0	3.8	-2.3	-0.6	-0.9	-2.3	-1.4	0.6	2.2
COC(=O)c1cc(S(=O)(=O)N2CCN(c3ccccc3)CC2)c[nH]1	7.0	-2.5	5.2	-0.7	0.3	2.4	0.4	3.7	4.3
Cc1cc(C)cc(N(CCC(=O)Nc2nnc(C)s2)S(=O)(=O)c2ccc(Cl)cc2)c1	-5.0	3.1	-13.4	1.6	-2.7	-2.9	-0.3	-7.1	3.4
Cc1ccccc1OCCn1cnc2c(N)ncnc21	3.2	-2.2	-1.9	-1.2	0.7	0.9	5.7	-1.4	-3.2
COc1ccc(C2=NOC(Cn3nc(C(=O)NCc4ccc5c(c4)OCO5)cc3-c3ccccc3)C2)cc1 (configuration not stated)	4.8	-6.7	8.2	0.0	-1.2	-4.1	0.4	-5.7	4.0
CC(=O)c1cccc(-n2nnnc2SCC(=O)Nc2ccccc2N2CCCCC2)c1	-5.6	0.1	-4.3	-2.3	-0.7	4.2	0.2	-7.5	5.0
CN(C)c1ccc(CNc2ccccn2)cc1	4.9	-2.0	10.5	-1.8	-0.8	-2.1	3.8	3.0	15.0
CC(C(=O)N1CCc2ccccc2C1)N(c1ccccc1)S(C)(=O)=O (configuration not stated)	-0.2	1.2	3.4	-0.5	-2.7	-1.3	6.0	4.0	-0.5
Cc1ccc(S(=O)(=O)C2(C(=O)NCCc3ccccc3)CC2)cc1	3.2	3.6	1.3	0.0	-5.6	-1.2	3.1	2.3	-3.1
CC(=O)c1c(C)[nH]c(C(=O)Nc2ccc(Cl)cc2)c1C	2.1	-4.4	2.8	0.9	0.2	2.7	1.7	-2.9	-2.9
CC(C)c1ccc(CN2C(=O)c3ccccc3S2(=O)=O)cc1	3.2	-1.6	-8.1	-2.2	1.3	1.8	6.3	-2.5	-0.9
Cc1nn(Cc2ccc(F)cc2)c(C)c1NC(=O)C1c2ccccc2Oc2ccccc21	-8.9	-6.6	-7.7	-0.2	-0.4	-6.5	-5.7	-4.8	1.1
COc1ccc2[nH]c(O)c(N=NC(=N)N)c2c1	2.0	-0.9	-0.2	-0.9	1.9	1.4	0.5	1.3	9.5
O=C(Nc1c(C(=O)N2CCOCC2)cnn1-c1ccccc1)c1ccccc1F	1.4	-0.3	-4.0	0.2	-4.2	-3.2	-5.5	-5.0	3.2
Cc1onc(-c2ccccc2Cl)c1C(=O)N(Cc1ccc(N(C)C)cc1)C(C)C	5.8	2.6	4.4	/	-4.6	0.9	0.1	1.2	-5.5
O=C(Cn1c(=S)[nH]c2ccccc2c1=O)NCCc1ccccc1	-14.2	-0.6	-10.5	3.1	0.8	-1.0	5.2	2.6	3.4
COc1ccc(N2Cc3ccc(C(=O)N/N=C\c4ccc(O)cc4O)cc3C2)cc1	8.2	49.8*	7.0	-0.6	7.4	48.3*	-19.6	-7.8	-8.1
CCOc1ccc(-c2c(C(=O)N/N=C/c3cccnc3)nnn2-c2nonc2N)cc1	1.2	0.6	-3.0	-2.6	4.2	-2.3	-1.6	-0.1	-2.8
COc1ccc(OC)c(NC(=O)CCNS(=O)(=O)c2cccc3nonc23)c1	3.0	-0.9	-0.3	-0.1	-2.0	7.5	-0.8	-0.8	-1.1
CCc1nnc(N2C(=O)c3cccc4cccc(c34)C2=O)s1	3.4	2.9	-8.9	0.7	-1.8	2.8	-0.1	2.0	1.7
CC1CCN(Cc2cnc(Cl)s2)CC1	3.0	4.6	4.2	1.7	2.2	-3.5	0.1	-6.5	-3.9
CCOCCOC(=O)c1[nH]c2c(c1C)C(=O)CC(c1cc(OC)c(OC)c(OC)c1)C2 (configuration not stated)	2.9	2.9	3.2	1.1	-0.6	-3.0	-2.3	0.5	-3.0
O=c1ncc(F)c[nH]1	1.4	0.5	8.6	-1.9	-5.2	-5.1	9.0	-1.9	0.0
COc1ccc(CCNC(=O)c2c(Cl)ccc(Cl)c2OC)cc1OC	4.0	-1.5	0.4	-2.1	-3.4	12.4	4.5	-3.9	1.1
COc1cccc(/C=C/C(=O)OCC(=O)NCc2ccco2)c1	-1.3	3.6	6.6	2.1	2.4	1.7	-6.6	-3.0	6.4
Cc1ccc(NC(=O)CN2CCN(CCN=CC3=C(O)CC(c4ccccc4)CC3=O)CC2)cc1 (configuration not stated)	1.3	-2.1	-0.9	0.5	-2.0	-5.9	5.6	2.0	9.1
CCCNC(=O)N1CCN(S(=O)(=O)c2ccc(C)cc2)CC1	5.2	-5.7	8.8	1.7	2.4	2.7	1.2	1.2	-1.3
CCn1c(SCC(=O)NC2CCCCC2)nc2c(c1=O)SCC2	0.1	1.9	-2.5	-0.7	3.5	-0.3	-1.4	2.6	-3.1
COc1ccc2nc(N3CCCC3)c(C#N)cc2c1	73.5*	8.8	66.9*	2.5	-32.6	0.9	5.5	-2.5	49.0*
Cc1ccc(S(=O)(=O)N(CC(=O)Nc2ccc(C)cc2C)C(=O)N2CCN(C)CC2)cc1	3.0	-1.3	0.2	0.0	-2.3	2.3	6.8	4.2	5.6
CNc1nnc(C(F)(F)F)s1	-1.3	-2.6	1.8	0.4	-1.5	1.9	1.1	-2.6	-5.8
Nc1nc(CSc2ncn[nH]2)nc(Nc2ccc(F)cc2)n1	-4.0	-5.5	-2.5	2.7	2.8	0.4	1.3	-2.5	-5.5
CCCOc1ccc2oc(=O)c3c(c2c1)CCCN3C(=O)CN1CCc2ccccc2C1	7.6	6.1	2.6	-3.8	0.0	-4.8	2.2	1.1	7.3

Quoted at random: two compounds from above, in no set order.
SMILES	Bcl-xL primary	Fam108B counter	MCL1 BIM primary	MEX-5 binding	TPT1 inhibitor	PME-1 primary	GSTO1 counter	PAD4 inh	GLD-1 TGE inh
COc1cccc(/C=C/C(=O)OCC(=O)NCc2ccco2)c1	-1.3	3.6	6.6	2.1	2.4	1.7	-6.6	-3.0	6.4
Nc1nc(CSc2ncn[nH]2)nc(Nc2ccc(F)cc2)n1	-4.0	-5.5	-2.5	2.7	2.8	0.4	1.3	-2.5	-5.5
